# TDP1 block: TDP1 (human) enzyme inhibition; Potency, µM (titrated, usually from 130 µM), for inactives: at the highest dose activity change, negative = inhibition, hits mostly inhibitors; AID 485290; 350,000 compounds, 0.28% hits; recombinant TDP1, AlphaScreen DNA substrate cleavage; Q9NUW8; also: nearly all actives have a fitted effect of over 40% in size
# Target sequence (Q9NUW8 whole entry, looked up): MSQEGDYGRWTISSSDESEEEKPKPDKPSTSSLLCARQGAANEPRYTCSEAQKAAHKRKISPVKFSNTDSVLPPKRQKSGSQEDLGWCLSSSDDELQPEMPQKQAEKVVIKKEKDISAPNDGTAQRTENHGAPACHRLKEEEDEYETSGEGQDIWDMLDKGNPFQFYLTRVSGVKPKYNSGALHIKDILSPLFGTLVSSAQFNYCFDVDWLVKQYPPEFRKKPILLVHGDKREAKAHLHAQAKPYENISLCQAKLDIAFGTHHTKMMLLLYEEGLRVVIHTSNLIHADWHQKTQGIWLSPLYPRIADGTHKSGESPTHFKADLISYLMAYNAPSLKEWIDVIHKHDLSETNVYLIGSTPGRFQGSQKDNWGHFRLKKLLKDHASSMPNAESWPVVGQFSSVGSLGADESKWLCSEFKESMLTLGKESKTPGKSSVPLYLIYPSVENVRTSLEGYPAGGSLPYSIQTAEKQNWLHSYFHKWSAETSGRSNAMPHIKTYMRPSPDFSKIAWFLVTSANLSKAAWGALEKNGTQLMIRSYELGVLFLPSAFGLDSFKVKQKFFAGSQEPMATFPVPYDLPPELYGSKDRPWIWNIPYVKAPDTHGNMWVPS
#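 Recombinant E. coli-expressed Tdp1 (1 nM) preincubated with compound 15 min at RT, then 5'-biotin/3'-phosphotyrosine-FITC DNA substrate (15 nM) added for 5 min. AlphaScreen beads (10 ug/ml) added, 10 min RT; tyrosine-FITC cleavage read as signal loss.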
# TDP1 cell noCPT: qHTS for Inhibitors of human tyrosyl-DNA phosphodiesterase 1 (TDP1): qHTS in cells in absence of CPT. Potency, µM (highest dose often 46.2 µM), for the others: top-dose activity change, negative = growth inhibition, hits mostly inhibitors. 420,000 compounds, 15% hits. DT40 Tdp1-/- hTDP1 cells, no CPT, ATP luminescence, 48 h; also: nearly all actives have a fitted effect of over 55% in size
#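 Chicken DT40 Tdp1-/- cells complemented with human TDP1, screened without camptothecin (DMSO vehicle only), 400 cells/well. Compounds pin-transferred, cells incubated at 37 °C for at least 48 hr. Growth read as ATP-dependent luminescence (CellTiter-Glo, 30 min at RT).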
# N370S GC mod: inhibitors or activators of N370S glucocerebrosidase for Gaucher disease. P04062. N370S GC spleen homogenate, 4MU-glucoside fluorescence. Potency, µM (series often up to 59.4 µM), inactives show top-dose activity change, negative = inhibition, actives largely listed as inhibitors. 330,000 compounds, 0.092% hits. AID 2101;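 also: 0% = full enzyme activity and -100% = no enzyme basal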
# * marks the source's active call; other numbers are inactive results; ? = inconclusive; nt = no result given; & = joins results of further samples; [ ] = remark or other dose. Calls follow the shape of the dose curve; as a rule, active = well fitted curve in the direction sought with a large enough effect; inconclusive = small, poorly fitted or top-dose-only effect, or another doubt; inactive = no such curve, though single readings can be large; an effect the other way counts as inactive or inconclusive. Unless noted, % is scaled to controls: 0 for no effect and ±100 for the full control effect; potency is read from the fitted curve at half-maximal effect. An excerpt, so the mix of outcomes need not match the whole.
Structure	TDP1 block	TDP1 cell noCPT	N370S GC mod
COc1cc(C(=O)NC2CCCC2)c(Br)c(OC)c1OC	-5%	15%	-13%
O/N=C1/CCCCC1c1ccccn1 (stereo not given)	-1%	-18%	-2%
Cn1c(N)c(C(=O)COC(=O)c2cc(S(=O)(=O)N3CCOCC3)ccc2F)c(=O)n(C)c1=O	-3%	5%	nt
O=C(CCCn1c(=S)[nH]c2ccc(Br)cc2c1=O)NCc1ccccn1	-2%	?	2%
Cc1cc(Cl)ccc1NC(=S)NCCN1CCOCC1	-2%	-6%	1%
CCOC(=O)C1=C(COC(=O)COc2ccc(C#N)cc2)NC(=O)NC1C (stereo not given)	-1%	16µM*	-1%
O=c1c2ccccc2ncn1-c1ccc2c(c1)OCCO2	6%	-3%	-1%
O=C(c1ccc(Sc2ccc(F)cc2)c([N+](=O)[O-])c1)N1CCOCC1	1%	?	-12%
CN(C)/C=C/C(=O)c1cccc(C(F)(F)F)c1	-4%	-13%	-8%
COCCNC(=O)CN(C)S(=O)(=O)c1ccc2c(c1)OCCO2	3%	-9%	-23%
Cc1c(C(=O)NC(C(C)C)C(C)C)cccc1[N+](=O)[O-]	4%	-15%	-15%
Cc1ccc(C(=O)/C=C/c2cn(CC(O)CN3CCOCC3)c3ccccc23)cc1 (stereo not given)	2%	?	?
COCCn1c(SCC(=O)NNC(=O)c2cc(Cl)ccc2OC)nnc1-c1ccncc1	0%	-12%	nt
CC(C)Cc1cc(C(=O)NCc2ccco2)no1	nt	-7%	-13%
CC(=O)CCOC1CCCCO1 (stereo not given)	8%	nt	6%

# Gathered by group, the compounds so far containing a Cl atom
Structure	TDP1 block	TDP1 cell noCPT	N370S GC mod
Cc1cc(Cl)ccc1NC(=S)NCCN1CCOCC1	-2%	-6%	1%
COCCn1c(SCC(=O)NNC(=O)c2cc(Cl)ccc2OC)nnc1-c1ccncc1	0%	-12%	nt

# (cont.)
Structure	TDP1 block	TDP1 cell noCPT	N370S GC mod
COC(=O)c1cc(NC(=O)Cc2ccccc2[N+](=O)[O-])ccc1Cl	0%	?	17%
CCN(CC)P(=O)(Nc1ccc([N+](=O)[O-])cc1)c1c(C)nn(CCC#N)c1NC(=O)c1ccc(Cl)cc1 (stereo not given)	1%	-15%	-13%
O=C(CSc1ncn[nH]1)N1CCN(S(=O)(=O)c2ccccc2)CC1	5%	-6%	-3%
COc1ccc(C2CC(c3cccs3)=Nc3ccccc3S2)cc1OC (stereo not given)	9%	?	1%
O=C(N/N=C/c1c(F)cccc1Cl)C(=O)N1CCCCCC1	3%	5%	11%
CC(=O)c1c(C)nc2nc(-c3ccccc3)nn2c1C	-1%	-8%	nt
Cc1csc(C(C#N)C(=O)c2ccncc2)n1 (stereo not given)	-2%	-7%	-7%
Cc1ccccc1-c1ccc(C=Nc2c(C)n(C)n(-c3ccccc3)c2=O)o1	8%	-11%	4%
CCOc1ccccc1N1CCN(C(=O)c2cc(S(=O)(=O)N(C)C)ccc2N2CCCC2)CC1	2%	?	nt
COC(=O)c1ccc(-n2ccnc2)cc1	7%	0%	11%
O=C(OCc1cc2ccccc2[nH]c1=O)c1ccco1	8%	-6%	7%
Cc1ccc2nc(-c3ccccn3)cc(C(=O)NC(C)C(C)(C)C)c2c1 (stereo not given)	5%	?	-2%
CSc1nc(N)nc(SC2C=CCCC2)c1C#N (stereo not given)	1%	-3%	7%
O=[N+]([O-])c1cc(/C=N/N2CCN(Cc3ccccc3)CC2)ccc1Cl	11%	-17%	-9%
CC(=O)SCC(Cc1ccccc1)C(=O)NCC(=O)OCc1ccccc1 (stereo not given)	6%	nt	7%
COc1ccc(Cc2n[nH]c(=S)n2NC(=O)Nc2ccc(C)cc2)cc1	2%	-1%	-8%
COc1ccccc1CNC(=O)c1ccc2c(c1)nnn2C1CCCC1	5%	16µM*	nt
Cc1cc(N2CCCc3ccccc32)n2ncnc2n1	3%	1%	1%
COC(=O)c1c(NC(=O)c2ccc(S(=O)(=O)N3CCCCC3)cc2)sc2c1CCN(C)C2	-8%	4.6µM*	nt
NC1=NC(=O)/C(=C/c2ccsc2)S1	-2%	-27%	-5%
CC(CC(=O)NC1CCCCC1)S(=O)(=O)c1ccc2c(c1)NC(=O)CO2 (stereo not given)	2%	6%	-4%
CC1(C)CC(=O)C=C(Nc2ccc(Cl)c(Br)c2)C1	nt	?	-13%
Oc1ccc(Cl)cc1CNCc1ccc(F)c(F)c1	-3%	-23%	?
CCCCC1=CC2=CC(=O)C(C)(OC(=O)c3cnc4ccccc4n3)C(=O)C2=CO1 (stereo not given)	4%&2%	nt	11%&-4%
O=C1CCc2ccccc2N1Cc1ccccc1	nt	-7%	1%
O=C(COC(=O)CSc1ccccc1)Nc1ccc(F)cc1F	0%	-2%	nt
Cc1ccc(C)c(S(=O)(=O)c2c(C)cc(C)[nH]c2=O)c1	nt	2%	-7%
Cc1ccc(C(=O)NC(=S)N2CCCC2)cc1	5%	10%	0%
COc1cc(CCC(=O)N2CCN(c3cccc(C)c3C)CC2)cc(OC)c1OC	nt	10µM*	-12%
Cc1cccc(NS(=O)(=O)c2ccc3[nH]c(=O)[nH]c3c2)c1C	-1%	?	-3%
CCc1ccc2nc(NC(=O)C3CCN(c4ncnc5sc(C)c(C)c45)CC3)sc2c1	0%	?	nt
C=C(C)c1cccc(C(C)(C)NC(=O)Nc2cc(C)ccn2)c1	4%	?	?
COc1ccc(/C=C/C(=O)N(C)CC(=O)Nc2cccc(F)c2)cc1S(=O)(=O)N1CCCCC1	1%	16µM*	-5%
COc1cccc(NC(=O)Cn2cc(C(=O)C3CCCCC3)c3ccccc32)c1	4%	?	nt
O=C(CSC(=S)N1CCCCC1)Nc1nc(-c2ccccc2)c(-c2ccccc2)o1	6%	?	-13%
Cc1ccc(C)c(OCCC(=O)OCC(=O)Nc2ccc(N3CCOCC3)cc2)c1	-11%	3%	-18%
Cc1noc(/C=C/N(C)C)c1S(=O)(=O)N1CCCC(C(=O)NCc2ccccc2Cl)C1 (stereo not given)	7%	?	-1%
O=C(COc1ccc(Br)cc1F)NC1CC1	0%	?	nt
O=C(O)CCCC(=O)N1CCc2cc(S(=O)(=O)N3CCc4ccccc43)ccc21	4%	-7%	?
O=C(CSc1nnc(-c2cccnc2)n1C1CCCCC1)NC1CCCC1	9%[56.1 µM]	3%	6%
NC(=O)[C@@H]1CCNc2c(I)cc([N+](=O)[O-])cc2C(=O)N[C@@H](CO)C(=O)N[C@@H](Cc2ccc(O)cc2)C(=O)N1	-4%	nt	9%
CC(C)c1ccc(NC(=O)Nc2cnccn2)cc1	1%	7.3µM*	?
N#Cc1cc(-c2ccccc2)nnc1Sc1ccc(F)cc1	5%	?	2%
CN(CC(=O)Nc1ccc(F)c(F)c1F)C(=O)C1CCCCC1	-1%	4%	nt
Cc1cccc(CSc2nnc(Cn3c(=O)sc4ccccc43)n2C)c1	3%	-24%	9%
CCOc1ccc2nc(NC(=O)CCC(=O)c3cccs3)sc2c1	-9%	-17%	6%
CCC(C)n1c(C)nc2c(c1=O)c1nc3ccccc3nc1n2-c1ccc2c(c1)OCCO2 (stereo not given)	1%	nt	-14%
CCOC(=O)C(=O)Nc1nnc(Cc2ccc(OC)c(OC)c2)s1	0%	-4%	1%
Cc1c(NC(=O)COC(=O)c2ccc(S(=O)(=O)N3CCOCC3)cc2)c(=O)n(-c2ccccc2)n1C	-2%	14%	2%
C=CCOc1ccc(/C=C2/C(=O)ON=C2C)cc1OCC	nt	?	-11%
O=C(c1ccc(CS(=O)c2ccccc2Cl)o1)N1CCN(c2ccccc2F)CC1 (stereo not given)	3%	1.3µM*	nt
COc1cc(/C=C2\Oc3ccc(C#Cc4ccc(O)cc4)cc3C2=O)cc(OC)c1	4%	?	nt
COc1ccc(NC(=O)CC(C)C)c(OC)c1	2%	-20%	0%
COc1ccccc1OCC(=O)NCC1CCCN(C(=O)c2ccccc2C(C)=O)C1 (stereo not given)	-2%[56.1 µM]	3%	-2%
COc1ccccc1NS(=O)(=O)c1ccc2oc(SC3CCOC3=O)nc2c1 (stereo not given)	0%	-30%	0%
COc1ccc(/C=C/CN2CCN(CCc3ccccc3)C(CCO)C2)cc1 (stereo not given)	4%	?	-4%
COc1cc(C(=O)N(C)CC(=O)Nc2cccc(F)c2)ccc1OCc1ccccc1	-6%	?	-8%
Cc1cc(/C(N)=N/OC(=O)c2ccc(Cl)cc2)no1	-9%	-1%	2%
CC(C)=NOCc1ccc(-c2cn([C@@H]3COC[C@@H]3O)nn2)cc1	-3%[21 µM]	nt	14%[12.8 µM]
COc1cc(-c2noc(-c3ccc(NCc4ccccc4)c([N+](=O)[O-])c3)n2)cc(OC)c1OC	3%	?	nt

# (further entries)
Structure	TDP1 block	TDP1 cell noCPT	N370S GC mod
C/C(=N\NC(=O)c1cccnc1)c1cccc([N+](=O)[O-])c1	3%	-25%	-8%
CCc1ccc(C(=O)Nc2cc(C)on2)o1	4%	-19%	7%
Cc1cc(-c2nnc(-c3cccc(C(F)(F)F)c3)o2)no1	0%	-24%	3%
COc1cc(Cl)c(S(=O)(=O)NCCCn2ccnc2)cc1Cl	nt	-20%	-7%
Cc1nc2ccn(Cc3cccs3)c(=O)c2cc1C(=O)N1CCN(c2ccccc2F)CC1	7%	?	nt
COc1ccc(NC(=O)Oc2ccccc2)cc1Cl	3%	-16%	-2%
O=C(Nc1cccc(Cl)c1)c1cc([N+](=O)[O-])ccc1N1CCN(CCO)CC1	-5%	-11%	-7%
CCOc1ccc(N2CC(O)Cn3c2nc2c3c(=O)n(CCCc3ccccc3)c(=O)n2C)cc1 (stereo not given)	2%	?	-2%
O=C(CCCOc1ccc(Cl)cc1)NCCc1ccccc1	nt	-1%	-2%
CCOC(=O)c1sc2cccc(Cl)c2c1N	-5%	-7%	14%
N#Cc1ccc(-c2ccc(OCC(=O)NN=Cc3ccncc3)cc2)cc1	-10%	?	nt
O=C(Cc1ccccc1)Nc1ccc(NC(=O)c2cccs2)c(Cl)c1	1%	?	2%
Cc1nc2ccccc2c2oc(C(=O)N3CCCC(C)C3)cc12 (stereo not given)	1%	?	-5%
COc1ccc(NC(=O)CSCc2cc(=O)n3cc(C)sc3n2)cc1	1%	2%	-8%
CC(C)c1nnc(N2C(=O)c3oc4ccccc4c(=O)c3C2c2cccc(O)c2)s1 (stereo not given)	0%	-1%	nt
Cc1ccc(S(=O)(=O)Nc2ccccc2F)cc1C(=O)NNC(=O)c1csc(N2CCOCC2)n1	-3%	-7%	-8%
COc1ccc(Nc2nc(N)c([N+](=O)[O-])c(NCCO)n2)cc1	nt	-24%	1%
NC(N)=NCCC[C@H](N)C(=O)NCC(=O)N[C@@H](CC(=O)O)C(=O)N[C@@H](CO)C(=O)O	6%	nt	-3%
CCc1ccc(C2=NN(CCC(=O)NCCc3ccc(OC)c(OC)c3)C(=O)CC2)cc1	1%	?	nt
Brc1ccc(/C=N/Nc2ccccc2)cc1	5%	-26%	1%
CC(=O)Nc1ccc(NC(=O)CSc2ncnn2-c2ccccc2)cc1	2%	3%	22%
CCN(C[C@H]1N[C@@](Cc2ccccc2)(C(=O)OC)[C@H]2C(=O)N(C)C(=O)[C@@H]12)C(C)=O	2%	0%	nt
O=S(=O)(Nc1ccc2c(c1)OCCO2)c1cccc2cccnc12	6%	?	-9%
Cc1nc2c(C(=O)O)cnn2c(C)c1Cc1ccccc1F	6%	-4%	-3%
CCC(NC(=O)CC[C@H]1O[C@@H](n2cc(C)c(=O)[nH]c2=O)C[C@@H]1O)c1ccccc1 (stereo not given in full)	0%[56.1 µM]	18%	nt
CCOC(=O)N1CCN(C(=O)C2CC(=O)N(Cc3ccc(OC)cc3)C2)CC1 (stereo not given)	-3%	-21%	17%
CC1CCc2c(sc(N)c2C(=O)OC(C)C)C1 (stereo not given)	5%	?	12%
O=C(Nc1ccc(Br)cn1)c1ccc(COc2c(F)c(F)cc(F)c2F)o1	-1%	-2%	nt
COc1ccccc1C(=O)Nc1ccc(C(=O)Nc2ccccc2C(=O)O)cc1	1%	?	2%
CCc1ccc(Nc2ncc3c(n2)CC(c2ccco2)CC3=O)cc1 (stereo not given)	7%	?	2%
O=[N+]([O-])c1ccc(C(O)C(CO)NC(=S)Nc2ccccc2)cc1 (stereo not given)	1%	?	-5%
COc1ccccc1OCC(=O)NCCS(=O)(=O)N1CCN(c2ccc(F)cc2)CC1	3%	-28%	1%

# Bioassay records from PubChem.
